# From PubChem
# ADAM10 inh = ADAM10 inhibition, QFRET primary screen | O14672 | recombinant ADAM10, EDANS/DABCYL FRET peptide cleavage, 3 h | inhibition, % at 7 µM | 370,000 compounds, 0.62% hits;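 active = inhibition above a per-campaign cutoff equal to the mean of compounds falling between control-based bounds plus 3 SD, cut at about 20% in these data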;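 also: 0% = DMSO wells while the 100% control is not disclosed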
# GAA850 FXN act = frataxin GAA850 promoter activation | activation, % at 6 µM | HEK293 lucGAA850 FXN promoter luciferase reporter, 24 h; percent of 10 µM SAHA response | 360,000 compounds, 0.56% hits;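 active = activation above the average of all compounds screened plus 3 SD, cutoff fixed separately per campaign, cut at about 7.5% in these data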;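 also: 0% = DMSO wells and 100% = 10 µM SAHA wells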
# PLCb3 inh = PLC-beta3 (human) inhibition, primary screen | inhibition, % at 12.2 µM | AID 720704 | 370,000 compounds, 0.18% hits | Q01970 | Purified PLC-beta3, fluorogenic substrate, fluorescence; in the data active = inhibition above about 11%;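 also: 0% = median of compound wells on plate and 100% = full blocker control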
# Target sequence (Q01970 whole entry, looked up): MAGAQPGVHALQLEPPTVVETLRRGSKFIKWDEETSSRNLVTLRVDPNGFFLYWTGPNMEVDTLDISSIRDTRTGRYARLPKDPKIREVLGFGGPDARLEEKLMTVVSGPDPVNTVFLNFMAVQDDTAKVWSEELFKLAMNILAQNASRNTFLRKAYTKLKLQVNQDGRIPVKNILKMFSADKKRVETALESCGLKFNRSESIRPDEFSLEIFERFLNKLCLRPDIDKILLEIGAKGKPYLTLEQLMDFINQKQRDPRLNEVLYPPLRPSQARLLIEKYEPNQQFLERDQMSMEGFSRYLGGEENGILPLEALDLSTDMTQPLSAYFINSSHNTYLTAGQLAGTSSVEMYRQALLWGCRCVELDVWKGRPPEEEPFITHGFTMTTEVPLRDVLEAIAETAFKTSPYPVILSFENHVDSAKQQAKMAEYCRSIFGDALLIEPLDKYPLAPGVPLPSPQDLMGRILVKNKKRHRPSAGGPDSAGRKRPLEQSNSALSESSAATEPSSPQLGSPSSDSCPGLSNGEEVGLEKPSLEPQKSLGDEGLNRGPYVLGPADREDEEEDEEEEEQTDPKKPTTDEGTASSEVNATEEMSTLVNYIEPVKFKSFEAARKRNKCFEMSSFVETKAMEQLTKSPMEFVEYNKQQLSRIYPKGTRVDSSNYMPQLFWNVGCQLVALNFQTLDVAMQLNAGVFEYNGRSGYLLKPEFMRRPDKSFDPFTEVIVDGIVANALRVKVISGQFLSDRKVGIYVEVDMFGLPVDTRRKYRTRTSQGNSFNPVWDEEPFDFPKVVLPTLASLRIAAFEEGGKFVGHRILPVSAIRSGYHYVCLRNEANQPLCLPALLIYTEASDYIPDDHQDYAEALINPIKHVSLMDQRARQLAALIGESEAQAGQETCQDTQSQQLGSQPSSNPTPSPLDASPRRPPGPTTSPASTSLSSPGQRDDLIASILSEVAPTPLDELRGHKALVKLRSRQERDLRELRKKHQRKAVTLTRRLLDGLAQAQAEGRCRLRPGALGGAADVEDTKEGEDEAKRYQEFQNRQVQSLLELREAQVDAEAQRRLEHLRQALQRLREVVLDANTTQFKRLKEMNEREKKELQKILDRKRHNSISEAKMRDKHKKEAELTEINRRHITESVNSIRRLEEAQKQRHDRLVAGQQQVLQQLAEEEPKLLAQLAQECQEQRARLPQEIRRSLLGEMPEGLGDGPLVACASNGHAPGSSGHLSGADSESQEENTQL
# DAX1 inh-1 = DAX1 (NR0B1) inhibition, primary screen | HEK293T StAR-luciferase reporter, SF-1/DAX-1 repression relief | inhibition, % at 6.8 µM | 370,000 compounds, 1.1% hits | AID 652010;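 active = inhibition above the mean over all tested compounds plus 3 SD, cut at about 3.6% in these data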;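 also: 0% = DAX-1 cells with DMSO and 100% = cells lacking DAX-1 with DMSO; higher inhibition means more luminescence from relief of DAX-1 repression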
# PLC-gamma1 inh = blocks human PLC-gamma1 enzyme activity; 370,000 compounds, 0.84% hits; P19174; inhibition, % at 12.2 µM; purified PLC-gamma1, fluorogenic substrate, fluorescence; in the data active = inhibition above about 9.5%
# ssDAF12 agonist = activates DAF-12 receptor from parasite S. stercoralis; 370,000 compounds, 1% hits; HEK293 ssDAF-12/GRIP1 lit1-tk-luc reporter, luminescence; % of 3 µM dafachronic acid response; activation, % at 6.8 µM;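 active = activation above the mean over all tested compounds plus 3 SD, cut at about 0.9% in these data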;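 also: 0% = DMSO-only wells and 100% = 3 µM delta7-dafachronic acid wells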
# ADAM17 inh = ADAM17 inhibition, QFRET primary screen; P78536; recombinant ADAM17, EDANS/DABCYL FRET peptide cleavage; inhibition, % at 6.95 µM; 370,000 compounds, 0.83% hits; AID 720648;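 active = inhibition above the mean of compounds lying between control limits plus 3 SD, set per campaign, cut at about 8.5% in these data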;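 also: 0% = DMSO-only wells as the low control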
# hgDAF12 agonist = hgDAF-12 agonism, primary luciferase screen; activation, % at 6.8 µM; HEK293 GAL4-hgDAF12 UAS-luciferase reporter, agonist luminescence; normalized to butyrate control; AID 687014; 370,000 compounds, 1.8% hits;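 active = activation above a cutoff set at the mean of all screened compounds plus 3 SD, cut at about 10% in these data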;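 also: 0% = DMSO wells and 100% = sodium butyrate wells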
# DAX1 inh-2 = inhibits human nuclear receptor DAX1; P51843; HEK293 Gal4-DAX1 luciferase reporter, luminescence; inhibition, % at 6.75 µM; 340,000 compounds, 0.99% hits; AID 504766;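 active = inhibition above the mean over all tested compounds plus 3 SD, cut at about 4.2% in these data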;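 also: 0% = DAX1-transfected cells with DMSO and 100% = empty-vector control cells with DMSO; inhibition shows as a rise in luminescence from relieved DAX1 repression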
# hcDAF12 agonist = activators of H. contortus DAF-12 nuclear receptor | 370,000 compounds, 1.4% hits | activation, % at 6.8 µM | AID 652067 | HEK293 hcDAF-12 lit1-tk-luc reporter, luminescence; 0% DMSO, 100% Δ7-dafachronic acid;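 active = activation above the mean of all tested compounds plus 3 SD, cut at about 5.5% in these data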;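 also: 100% = response to 3 µM Δ7-dafachronic acid high control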
# sPLA2-III inh = Inhibits HGIII-sPLA2 liposome hydrolysis, primary screen; Q9NZ20; QFRET BODIPY PC-A2 liposome hydrolysis, fluorescence; inhibition, % at 12.2 µM; 370,000 compounds, 0.56% hits;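 active = inhibition above mean plus 3 SD of compounds lying within the high and low control bounds, cut at about 19% in these data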;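 also: 0% = median of test compound wells and 100% = no enzyme DMSO wells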
# Starred values were filed as active, the others as inactive; · = no result given.
SMILES,ADAM10 inh,GAA850 FXN act,PLCb3 inh,DAX1 inh-1,PLC-gamma1 inh,ssDAF12 agonist,ADAM17 inh,hgDAF12 agonist,DAX1 inh-2,hcDAF12 agonist,sPLA2-III inh
CCCN(CCC)C(=O)Cn1c(=O)c2sccc2n2c(=S)sc(-c3ccccc3)c12,-7,-0.1,3,0.0,2,-1.1,1,-1.0,0.6,-1.0,-4
CC(=O)c1ccc(N2CCN(Cc3nc4ccccc4[nH]3)CC2)cc1,-20,1.7,-14,-0.3,-6,-0.1,1,-0.7,0.0,3.1,4
COc1ccc(Cl)cc1NS(=O)(=O)c1c(C)[nH]c(C)c1C(=O)N1CCCCC1,5,2.2,-7,-0.2,3,-0.9,3,0.0,0.0,-0.6,-1
CCCN(CC1CC1)S(=O)(=O)c1ccc(S(N)(=O)=O)cc1,-11,1.8,-3,-0.8,12*,-0.4,-4,-1.8,-0.7,-0.8,16
O=c1c2ccccc2nnn1CSc1ncnc2ccccc12,5,0.0,-8,-0.1,-7,-0.2,-4,-0.7,0.1,1.1,-2
CCc1nn(C(C)C(=O)NCCc2ccccc2)c(=O)c2cc3occc3n12 (stereo unspecified),-5,3.6,-10,-1.8,-2,-0.2,1,-3.0,-0.4,-1.2,-4
COc1ccc(-c2nnc3n2CCCCC3)cc1,-6,0.7,-2,-0.3,-1,-1.1,0,-1.1,0.9,0.3,5
CCc1ccc(N2CC(C(=O)OCC(=O)Nc3cc(C)on3)CC2=O)cc1 (stereo unspecified),2,0.6,1,-0.4,1,-0.5,-4,1.3,-0.4,0.3,-6
COC(=O)[C@]12C[C@H](CC(=O)NCCc3ccccc3OC)C(=O)N(Cc3ccco3)C1=C[C@H](C(C)C)O[C@@H]2C1CC1,-2,·,-2,-0.5,0,-1.3,-3,1.2,·,-3.6,-2
O=C(COC(=O)CCCSc1nc2ccccc2[nH]1)NC(=O)NC1CCCC1,8,0.9,1,-0.1,-1,-0.9,-4,0.7,0.1,-1.6,-12
COc1ccc(CNC(=O)COC(=O)c2[nH]c(C)c(C(C)=O)c2C)cc1OC,-7,0.9,-9,-2.2,0,-1.5,-2,3.1,-0.2,-1.0,6
CCCCn1c(O)c(N=NC(=O)c2ccncc2)c2cc(Br)ccc21,1,-2.0,4,0.1,4,-1.2,-3,0.5,-0.1,0.4,3
COc1ccc(NS(=O)(=O)c2cn(C)cn2)cc1Cl,-5,1.9,-8,0.3,1,-1.0,-5,0.1,1.0,0.3,4
CCCCc1[nH]c(=O)c(C#N)c2c1CCCC2,-82,4.5,-14,0.3,-14,-1.2,-31,-2.0,-0.5,-0.4,0
O=C(COC(=O)COc1ccc(Br)cc1)NC1CCS(=O)(=O)C1 (stereo unspecified),-13,0.3,2,0.8,1,-0.8,-4,0.2,2.9,-1.3,2
CCc1ccc2c(c1)NC(=O)C2(C)Cc1ccc(F)cc1 (stereo unspecified),2,3.4,2,-1.2,1,-1.7,2,-2.5,·,-0.1,-8
COc1ccccc1CNC(=O)C(=O)c1cn(CC(=O)N2CCOCC2)c2ccccc12,-1,1.7,-18,0.9,4,-0.7,4,2.9,-0.4,2.9,-3
C(=Cc1c[nH]c2ccccc12)c1nccc2ccccc12,-49,2.2,-209,15*,-159,4.1*,-8,23*,-1.7,24*,-17
O=C(C1CC=CCC1)N1CCN(S(=O)(=O)c2ccc(F)cc2)CC1 (stereo unspecified),-16,3.6,-5,0.1,1,-1.6,-1,0.4,-0.8,1.6,3
CCOc1ccc(CCNC(=O)c2[nH]c(C)c(C(C)=O)c2C)cc1OCC,-6,0.5,-3,-0.6,9.8*,-1.3,2,-2.7,-1.4,-0.2,17
CC(OC(=O)CCNS(=O)(=O)c1ccccc1)C(=O)Nc1ccc(S(=O)(=O)N2CCCCC2)cc1 (stereo unspecified),-1,-0.4,-2,1.7,5,-0.8,4,0.9,-0.3,-0.7,-39
COc1ccccc1-c1cc(-c2cc(Cl)ccc2O)n[nH]1,2,0.2,1,-0.3,-3,-1.4,-3,2.6,0.3,1.9,-7
COc1ccc(C(C)=O)cc1COC(=O)CCNS(=O)(=O)c1ccc(C(C)=O)cc1,-3,-0.1,-1,-1.2,1,-0.6,-3,-1.2,1.2,0.2,-11
CCCN1C2CCCC1CC(NC(=O)c1ccccc1OC)C2 (stereo unspecified),-4,2.6,-3,1.0,5,-0.6,0,2.3,-0.5,-1.9,4
Cc1cccc(Nc2nnc(SC/C(O)=C(\C#N)c3nc4ccccc4[nH]3)s2)c1C,-53,-2.3,-117,0.4,-92,1.0*,-29,2.3,0.8,4.8,4
CCCCCCOC(=O)C(C#N)c1nc2ccccc2nc1N1CCN(CC)CC1 (stereo unspecified),-14,2.9,-22,0.0,-18,-0.8,-8,0.8,0.6,0.9,3
C[C@]12C(=O)N(c3ccc(Cl)cc3)C(=O)N1[C@@H]1c3ccccc3OC[C@@H]1[C@H]2c1ccccc1,9,0.5,5,-0.2,1,-1.5,1,-2.2,-1.2,-2.1,-1
O=C(Nc1ccc(Cl)cc1)c1csc([C@@H]2O[C@H](CO)[C@H](O)[C@H](O)[C@H]2O)n1,-3,-0.9,1,0.0,1,-0.7,-4,2.9,·,0.4,-1
CC(C)C[C@@H](CO)N1CCN(CCCc2ccccc2)CCC1=O,2,0.0,5,-0.3,3,-0.4,-1,-0.4,-0.1,-0.6,-3
Cc1ccc(/C=C/c2nc3ccccc3s2)s1,0,-2.8,-12,0.6,-63,-0.1,-1,1.9,0.5,9.4*,4
CC(=O)n1nc(-c2ccc(Cl)cc2)nc1NCc1ccco1,-1,1.1,-1,0.3,3,-1.3,0,6.4,0.9,1.2,5
Cc1ccc(S(=O)(=O)NCC(C)NS(C)(=O)=O)cc1 (stereo unspecified),-5,-2.1,3,-0.3,2,-1.1,-3,-0.1,-0.1,-0.9,9
CCc1nnc(NS(=O)(=O)c2ccc(NC(=S)NC(=O)/C=C/c3ccccc3)cc2)s1,11,0.0,0,0.5,2,-0.4,2,-3.0,-1.1,-1.5,-98
COC(=O)c1cccc(-c2ccc(C(c3c(C)[nH][nH]c3=O)c3c(C)[nH][nH]c3=O)o2)c1,-10,1.4,-1,-1.5,4,-1.3,-5,-4.3,-1.1,0.0,-8
Cc1cc(C)n(C(=O)CNC(=O)Cc2ccccc2)n1,8,-1.1,0,0.8,1,-0.7,-2,-1.5,0.3,-0.9,2
O=c1c2c3c(sc2nc2n1CCCCC2)CCCC3,-8,1.6,-1,1.9,-3,-0.5,-3,6.6,0.9,1.1,6
O=C1C(Cc2cccc([N+](=O)[O-])c2)S/C(=N/N=C/c2ccco2)N1c1ccccc1 (stereo unspecified),-3,0.7,-2,-0.5,1,-1.4,1,0.6,0.0,0.7,-9
COc1cccc(CNC(=O)c2n[nH]c3ccccc23)c1,1,3.3,-8,0.0,-20,-1.1,-5,3.0,-0.3,-0.2,0
Cc1ccsc1C(=O)N1CCCC(CCC(=O)NCc2ccc(F)c(F)c2)C1 (stereo unspecified),-5,3.2,-7,-0.3,1,-1.8,-4,0.6,1.2,-1.9,-1
COc1ccc(-n2cnc3cc(C(=O)NC4CCCC4)ccc32)cc1,-2,-0.5,0,-0.5,-2,-1.7,-4,-4.8,-0.5,-1.3,3
O=C(NCC1COc2ccccc2O1)c1ccc(NC(=O)c2c(Cl)cccc2Cl)cc1 (stereo unspecified),12,·,-1,-1.4,0,-1.2,6,-3.3,·,-2.6,-10
Cc1ccc(C(=O)C(C)OC(=O)c2cc3cc([N+](=O)[O-])ccc3oc2=O)cc1 (stereo unspecified),-1,1.2,-1,-0.5,0,-0.8,0,-0.5,-0.4,-1.4,-21
CCC(C)NC(=O)C1c2ccccc2C(=O)N1Cc1ccccc1 (stereo unspecified),-2,1.2,-7,-0.1,1,-1.5,-5,-0.6,0.4,-1.4,3
Cc1ccccc1C(=O)N1CCc2ccccc2C1,-11,3.4,0,0.7,-1,-0.5,-6,0.9,1.0,2.3,6
O=C(N/N=C\c1ccc(O)c([N+](=O)[O-])c1)C1COc2ccccc2O1 (stereo unspecified),4,-1.9,-2,-0.1,1,-0.6,4,3.5,-0.1,-0.1,-7
CCOC(=O)c1sc(C)c(C(N)=O)c1NC1=NCCCCC1,-62,1.3,-40,0.6,-30,-2.2,-20,4.0,-0.9,-0.9,-1
Cc1ccc(C2/C(=C(/O)c3ccc(Cl)cc3)C(=O)C(=O)N2CC2CCCO2)o1 (stereo unspecified),1,-0.8,-4,0.3,-2,-1.4,-5,0.3,0.6,-1.0,-2
CCS(=O)(=O)N1Cc2ccccc2CC1C(=O)Nc1ccccc1OC (stereo unspecified),0,3.5,-8,-0.3,1,-0.5,-2,3.0,-0.6,4.0,-6
CCOC(=O)c1nc2c(=O)n(C)c(=O)n(C)c2n(C)c1=O,-252,0.6,-112,0.5,-86,-0.8,-62,0.5,-0.8,-0.6,6
Cc1ccsc1CN(C)CC(=O)Nc1cccc(S(=O)(=O)N(C)c2ccccc2)c1,0,-1.8,-8,-1.3,-2,-1.6,1,1.9,-1.2,-2.2,-2
CCCCNC(=O)C[C@@H]1C[C@@]2(C(=O)OC)CC(C)(C)CC=C2N(Cc2ccco2)C1=O,-1,·,2,0.4,1,-0.6,-3,3.2,·,0.1,-10
COC(=O)Nc1ccc(OCC(=O)N2CCOCC2)cc1,4,-4.9,3,-0.1,3,-1.2,1,0.1,0.6,-0.6,4
COc1cccc(/C=C/C(=O)OCC(=O)c2c(N)n(C)c(=O)n(C)c2=O)c1,-208,2.6,-141,-1.7,-108,-0.6,-61,-0.6,1.7,-1.3,6
O=C(NCCN1CCOCC1)c1ccc2c(c1)ncn2C1CCCCC1,-3,2.2,1,0.0,-1,-1.7,-2,-0.2,-1.1,-2.1,0
CCOC(=O)N1CCN(C(=O)COc2ccc(Cl)cc2)CC1,5,1.5,3,-0.6,5,0.2,-1,1.9,-0.7,-1.7,0

# Pulled by compound from the list above (4):
SMILES,ADAM10 inh,GAA850 FXN act,PLCb3 inh,DAX1 inh-1,PLC-gamma1 inh,ssDAF12 agonist,ADAM17 inh,hgDAF12 agonist,DAX1 inh-2,hcDAF12 agonist,sPLA2-III inh
O=C(Nc1ccc(Cl)cc1)c1csc([C@@H]2O[C@H](CO)[C@H](O)[C@H](O)[C@H]2O)n1,-3,-0.9,1,0.0,1,-0.7,-4,2.9,·,0.4,-1
CC(C)C[C@@H](CO)N1CCN(CCCc2ccccc2)CCC1=O,2,0.0,5,-0.3,3,-0.4,-1,-0.4,-0.1,-0.6,-3
Cc1ccccc1C(=O)N1CCc2ccccc2C1,-11,3.4,0,0.7,-1,-0.5,-6,0.9,1.0,2.3,6
Cc1ccc(C(=O)C(C)OC(=O)c2cc3cc([N+](=O)[O-])ccc3oc2=O)cc1 (stereo unspecified),-1,1.2,-1,-0.5,0,-0.8,0,-0.5,-0.4,-1.4,-21
